# TbPYK inhibitor – qHTS of Trypanosoma Brucei Inhibitors; TbPYK enzyme, Kinase-Glo Plus ATP luminescence, 45 min; Potency, µM (top dose mostly 76.8 µM), inactives show at the highest dose activity, negative = inhibition, most hits filed as inhibitors; actives 0.12% (n = 410,000); active means well fitted inhibition curve with a large enough effect; further: nearly all actives have a fitted effect of over 50% in size
#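 Enzyme and substrate buffer are dispensed first and compound is pin-transferred. ADP at 130 uM final then starts the reaction, which runs 45 min at room temperature. Detection reagent is added for 10 min before luminescence is imaged.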
# An asterisk follows results filed as active; [ ] = remark or other dose. On the % scale 0 is the no-effect control and ±100 the full control effect; potency means the concentration at half of the fitted maximal effect. An excerpt (hit frequency here may not be typical).
Structure	TbPYK inhibitor
COc1ccc(NC(=O)CN(Cc2ccccc2)S(=O)(=O)c2ccc3nc(C)sc3c2)cc1	-7%
CCn1ccc2cc(S(=O)(=O)N3CCC(C(=O)NCCc4ccc(SC)cc4)CC3)ccc21	3%
CCOc1ccc(C(=O)c2c(N)c(-c3nc(-c4ccc(OCC)cc4)cs3)c3ccccn23)cc1	-7%
Cc1ccc(NC(=O)CCCn2c(=O)c3cccn3c3cccnc32)c(Cl)c1	-8%
CC(=O)c1cccc(NC(=O)CSc2ncc3c(n2)-c2cc(Cl)ccc2N(Cc2ccccc2)S3(=O)=O)c1	-2%
COc1cc(-c2nc(-c3ccccc3)c(-c3ccc(Br)cc3)[nH]2)cc(OC)c1O	-1%
Cc1ccc(/C=C/c2onc(C)c2S(=O)(=O)N2CCC(C(=O)N3CCOc4ccc(C)cc43)CC2)cc1	8%
CCOC(=O)c1ccc(N2CCN(c3cccc(Cl)c3)CC2)c(NC(=O)Nc2ccc(OC)cc2OC)c1	-14%
O=C(CN1C(=O)COc2ccc(S(=O)(=O)N3CCCCCC3)cc21)N1CCN(c2cccc(Cl)c2)CC1	9%
Cc1cccc(Cn2nnc3c(=O)[nH]c(C4CCCN(C(=O)c5ccc(C(C)(C)C)cc5)C4)nc32)c1 (stereo not given)	7%
Cc1ccc(S(=O)(=O)c2nnn3c2nc(N2CCN(c4ccccc4F)CC2)c2cc(Cl)ccc23)cc1C	-1%
Cc1ccccc1CN1C(=O)[C@H]2Cc3c([nH]c4ccccc34)C(C)(C)N2C1=O	4%
COc1ccc(OC)c(CNS(=O)(=O)c2c(C(=O)N3CCCCCC3)c(C)n(C)c2C)c1	0%
CCCOc1ccc(C(=O)Nc2cccc(-c3nc4ccccc4[nH]3)c2)cc1	0%
Cc1ccc(-c2nc(C)c(CCNS(=O)(=O)c3ccccc3F)s2)cc1	-1%
Cc1ccc(Nc2ncnc3sc4c(c23)CCC(C)C4)cc1C (stereo not given)	-5%
O=C(CN1C(=O)C2CCCCN2c2ccc(C(=O)N3CCCC3)cc21)NCc1cccc(F)c1 (stereo not given)	2%
CC(=O)N1CCC2(CC1)CCN(c1ccc(-c3ccccc3)cc1)CC2	3%
Cc1cccc(C)c1OC(=O)CSc1nnc(-c2cccs2)o1	0%
CCCCOc1ccc(C(C)NC(=O)CN2C(=O)CSc3ccc(S(=O)(=O)N4CCOCC4)cc32)cc1 (stereo not given)	-2%
O=C(CSc1nc2ccccc2nc1Cc1ccccc1)N1CCN(c2ccccc2)CC1	-4%
COc1ccc(C(=O)N2CCC[C@@]3(CCN(Cc4ccc(C#N)cc4)C3)C2)cc1	0%
CC(=O)Nc1ccc(NC(=O)CC2Sc3ccccc3NC2=O)cc1 (stereo not given)	-3%
CCOc1ccc(OCC)c(NS(=O)(=O)c2cc(Br)cc3c2N(C(C)=O)C(C)C3)c1 (stereo not given)	-4%

# Compounds listed so far that have four or more nitrogen atoms (8):
Structure	TbPYK inhibitor
Cc1ccc(NC(=O)CCCn2c(=O)c3cccn3c3cccnc32)c(Cl)c1	-8%
CC(=O)c1cccc(NC(=O)CSc2ncc3c(n2)-c2cc(Cl)ccc2N(Cc2ccccc2)S3(=O)=O)c1	-2%
CCOC(=O)c1ccc(N2CCN(c3cccc(Cl)c3)CC2)c(NC(=O)Nc2ccc(OC)cc2OC)c1	-14%
O=C(CN1C(=O)COc2ccc(S(=O)(=O)N3CCCCCC3)cc21)N1CCN(c2cccc(Cl)c2)CC1	9%
Cc1cccc(Cn2nnc3c(=O)[nH]c(C4CCCN(C(=O)c5ccc(C(C)(C)C)cc5)C4)nc32)c1 (stereo not given)	7%
Cc1ccc(S(=O)(=O)c2nnn3c2nc(N2CCN(c4ccccc4F)CC2)c2cc(Cl)ccc23)cc1C	-1%
O=C(CN1C(=O)C2CCCCN2c2ccc(C(=O)N3CCCC3)cc21)NCc1cccc(F)c1 (stereo not given)	2%
O=C(CSc1nc2ccccc2nc1Cc1ccccc1)N1CCN(c2ccccc2)CC1	-4%

# New compounds follow
Structure	TbPYK inhibitor
O=C(COc1ccc(Cl)cc1)NCC(c1ccco1)S(=O)(=O)c1ccccc1 (stereo not given)	6%
COc1cc(Nc2nc(SCc3cccc(Cl)c3)nc3ccccc23)cc(OC)c1	-2%
O=C(Nc1ccc(F)cc1F)c1ccc2c(O)c(S(=O)(=O)c3ccc(Cl)cc3)c(=O)[nH]c2c1	0%
CCC(C)c1ccc(OCC(=O)Nc2cccc(-c3nc4ncccc4o3)c2)cc1 (stereo not given)	3%
Cc1c2cnn(CC(=O)N3CCN(c4ccc(F)cc4)CC3)c(=O)c2c(C)n1Cc1ccccc1F	-15%
Cc1cccc(N2CCN(C(=O)c3cnn(-c4cccc(Cl)c4C)c3C3CCNCC3)CC2)c1C	0%
COc1ccc(-n2c(=O)c3c4c(sc3n(Cc3cc(=O)n5c(C)cccc5n3)c2=O)CCC4)c(OC)c1	-13%
CCC(=O)N1c2ccccc2CC1C(=O)NCCc1ccccc1 (stereo not given)	-3%
Cc1cccc(NC(=O)Cn2cc(S(=O)(=O)Cc3ccccc3Cl)c3ccccc32)c1	6%[15.4 µM]
CC(C)C(=O)N1c2ncnn2C2(CCCCC2)[C@@H]2CCCC[C@@H]21	0%
O=C(NCCSc1c(-c2ccc(Cl)cc2)[nH]c2ccccc12)c1ccc(S(=O)(=O)N2CCOCC2)cc1	2%
Cc1ccc(-c2nc3n(n2)C(=O)CC(c2ccc(Cl)cc2)S3)cc1 (stereo not given)	3%
O=c1oc2ccc(Br)cc2cc1-c1csc(-c2ccccc2)n1	-9%
Clc1cccc(N2CCN(c3ncnc4c3nc3n4CCCCC3)CC2)c1	0%
Cc1ccc(-c2c3c(=O)n(C)c(=O)n(C)c3c3c(-c4cccc(C)c4)nc4ccccc4n23)cc1	0%
CCc1ccc(NCc2cc3cc4c(cc3n(CC(=O)Nc3cccc(OC)c3)c2=O)OCO4)cc1	-8%
Cc1ccc(-c2nc3ncccc3o2)cc1NC(=O)c1ccc(-c2ccc(Cl)cc2)o1	1%
COc1ccc(-c2cccc(NS(=O)(=O)c3cccs3)c2)nn1	1%
Cc1ccc(N2CCN(S(=O)(=O)c3c(C)[nH]c(=O)[nH]c3=O)CC2C)cc1 (stereo not given)	4%
Cc1ccc(Cn2c(=O)n(CCCCC(=O)NCc3ccccc3Cl)c(=O)c3ccccc32)cc1	2%
COc1cccc(CNC(=O)CSc2n[nH]c(-c3ccccc3Cl)n2)c1	-2%
CCOc1ccc(OCC)c(NC(=O)c2cc(CN3CCOCC3)on2)c1	3%
Cc1ccccc1-c1noc(-c2cccnc2N2CCN(c3ccccc3)CC2)n1	-11%
O=C(CSc1nc(-c2ccccc2)nc2c1CCCC2)c1ccc(Cl)cc1	-1%
CCOc1ccc(NC(=O)C2CCC(CNS(=O)(=O)c3ccc4c(c3)CCCC(=O)N4)CC2)cc1 (stereo not given)	-3%
CCOC(=O)c1c(C)[nH]c(C)c1S(=O)(=O)N1CCCC(C(=O)Nc2cccc(C)n2)C1 (stereo not given)	2%
CCOc1ccccc1C(=O)Nc1ccc(S(=O)(=O)N2CCCCC2c2cccnc2)cc1 (stereo not given)	-7%
CCOC(=O)Cc1ccc(NC(=O)Nc2c[nH]c(=O)[nH]c2=O)cc1	2%
CCCOc1cccc(NC(=O)c2c(-c3ccccc3Cl)noc2C)c1	-1%
COc1ccc(-c2nc3nc(C)cc(Nc4ccc(C(C)=O)cc4)n3n2)cc1	-3%
CC(C)CC(=O)Nc1ccc2nc(SCC(=O)N3CCOCC3)sc2c1	2%
CCN1CCN(C(=O)c2cnn(-c3ccc(F)cc3F)c2C2CCN(C(=O)OC(C)(C)C)CC2)CC1	-3%[15.4 µM]
Cc1cccc(C(=O)Nc2ccc(N3CCN(c4ccc(F)cc4)CC3)c(C(=O)O)c2)c1	3%
CCOC(=O)c1c(-c2ccccc2)csc1NC(=O)c1cc(=O)c2ccc(C)cc2o1	-2%
COc1cccc(-c2cc(C(=O)Nc3ccc(Br)c(C)c3)[nH]n2)c1	-3%
CCOc1ccc(NC(=O)Cn2cc(C(=O)c3ccc(CC)cc3)c(=O)c3cc4c(cc32)OCO4)cc1	-1%
CCOc1ccccc1NC(=O)c1c(NCc2ccc(C)o2)sc2c1CCC(C)C2 (stereo not given)	-7%
CCc1ccc(CNC(=O)CN2C(=O)c3cccnc3Oc3ccc(Cl)cc32)cc1	-11%[15.4 µM]
CCN1CCN(CCCNC(=O)c2cc3c(=O)n(CC)c4ccccc4c3s2)CC1	-5%
Nc1c(Cl)c(Cl)c(Cl)c(Cl)c1Cl	-4%[157 µM]
CC(Sc1oc(-c2ccco2)nc1S(=O)(=O)c1ccc(Br)cc1)c1ccccc1 (stereo not given)	-7%
COc1ccccc1NC(=O)N1CC(=O)Nc2sc3c(c2C1c1ccccc1)CCCC3 (stereo not given)	-4%
COc1ccc(-c2cc(-c3ccccc3)nc(SCC(=O)CC(=O)OC(C)C)c2C#N)cc1	-12%
CCCOc1ccc(Nc2nc(SC)ncc2C(=O)OCC)cc1	12%
CCCn1ccc2c(OCC(=O)Nc3ccccc3C(=O)OCC)cccc2c1=O	1%
COc1ccc(-c2nc3c4ccccc4n(CC(=O)Nc4ccc(C(C)=O)cc4)c(=O)n3n2)cc1	-1%
COc1ccc(N2CC(NC(=O)COc3cccc(C)c3)CC2=O)cc1OC (stereo not given)	5%
CCC(Sc1nc2n[nH]c(C)c2c(=N)n1-c1ccccc1Cl)C(=O)N(CC)CC (stereo not given)	2%
CC(=O)c1ccc(NC(=O)C2CCN(S(=O)(=O)c3ccc4[nH]c5c(c4c3)CCCCC5)CC2)cc1	-1%[15.4 µM]
COc1cc(C(=O)Nc2sc3c(c2C#N)CCCC3)c(Br)c(OC)c1OC	2%
Cc1ccc(CNC(=O)c2ccc(-n3c(C)cc4c3CCCC4)cc2)cc1	0%
CSc1ccc(CNC(=O)CCn2c(=O)c3cccn3c3ccc(F)cc32)cc1	1%
O=c1oc2ccc3ccccc3c2cc1-c1nnc(Nc2ccc(F)cc2)s1	3%
CCOC(=O)c1ccc(NC(=O)CCc2c(C)nc3c(c(C)nn3C)c2C)cc1	-2%
CCN(CC)CCCNC(=O)Cn1c(-c2cccs2)cc2cc(Cl)ccc21	-12%
CCc1nc(Nc2ccc(F)c(Cl)c2)c2c3c(sc2n1)CCCC3	0%
CCc1ccc(-c2nn(CC(=O)NC3CCCCC3)c3c2cnc2ccc(F)cc23)cc1	0%
Cc1cccc(N2CCN(Cc3nnc(-c4ccc5c(c4)OCO5)o3)CC2)c1C	2%
Cc1ccc(-c2nc3ccc(Cl)cn3c2Nc2ccccc2C)s1	-1%
Cc1cccc(CNC(=O)Cc2ccc(NC(=O)N3CCCCc4ccccc43)cc2)c1	1%

# Continuation:
Structure	TbPYK inhibitor
COc1cccc(NC(=O)Cn2c(=O)n(Cc3ccc(C(=O)NCc4ccc5c(c4)OCO5)cc3)c(=O)c3ccccc32)c1	-2%
N#C[C@H]1C[C@H]2C[C@@H]2N1C(=O)[C@@H](N)C12CC3CC(CC(O)(C3)C1)C2	-2%
COc1ccc(S(=O)(=O)c2cc3cc(C(C)(C)C)cc(O)c3oc2=O)cc1	-4%
CC(=O)N1CCC(N(Cc2ccco2)C(=O)Nc2ccc(C)c(Cl)c2)CC1	-6%
O=C(O)COc1ccccc1C1Nc2ccccc2-c2nnc(SCc3ccc(Cl)cc3)nc2O1 (stereo not given)	-8%
CCn1c(=O)n(-c2ccc(F)cc2)c(=O)c2sc3ccccc3c21	-3%
COC(=O)c1ccccc1NC(=O)c1oc2ccc3c(c2c1C)C(=O)CC(C)(C)O3	-3%
COc1cc(Cl)c(NC(=O)c2cc(S(=O)(=O)N3CCCCC3)c[nH]2)c(OC)c1	-1%
CCc1ccc(C(=O)c2cn(CC(=O)Nc3cccc(OC)c3)c3cc4c(cc3c2=O)OCO4)cc1	-1%
COc1ccc2c(c1)c(CC(=O)Nc1cccc(F)c1C)c(C)n2C(=O)c1ccc(Cl)cc1	9%
COc1ccccc1NC(=O)CSc1nc(O)c(C/C=C/c2ccccc2)c(=O)[nH]1	0%
CCc1nn2c(=O)cc(COC(=O)COc3ccc(OC)cc3)nc2s1	-3%
Cc1ccc(C(=O)Nc2ccc(Br)cc2)cc1S(=O)(=O)N1CCOCC1	0%
Cc1ccc(C)c(N2CCN(C(=O)CN3CCSc4ccccc43)CC2)c1	1%
CCCCOC(=O)c1cccc(NC(=O)/C=C/c2ccccc2Cl)c1	-3%
CC(NC(=O)c1sc2ncccc2c1-n1cccc1)c1ccccc1 (stereo not given)	-11%
O=c1c(N2CCN(c3cccc(Cl)c3)CC2)csc2ccc(Cl)cc12	3%
O=c1c(CCc2ccccc2)nc2cnc(N3CCNCC3)nc2n1Cc1ccc(F)cc1	-7%
N#Cc1ccc(CN2CC3(CCN(C(=O)c4ccco4)CC3)C2)cc1	-6%
CCOC(=O)c1cc(S(=O)(=O)Nc2cc(C)c(Cl)cc2OC)[nH]n1	7%
CCCNC(=O)Cn1nc(-c2ccc(C)c(C)c2)c2cnc3ccc(F)cc3c21	-2%
Cc1ccc(-n2c(-c3cccc(C)c3)nc3c(cnn3-c3ccccc3)c2=O)cc1	-1%
CCN1CCC(N(Cc2ccc3c(c2)OCO3)C(=O)Nc2cc(Cl)ccc2C(=O)OC)CC1	-3%
CC(C)(C)C(=O)Nc1ccc2nc(SCC(=O)N3CCCC3)sc2c1	3%
CSc1cccc(N2C(=O)N(CC(=O)NCc3ccccc3Cl)c3ccccc3S2(=O)=O)c1	5%

# Assay outcomes: PubChem, National Center for Advancing Translational Sciences (NCATS)
